GPR151 ag: activators of human GPR151, primary screen, cell-based, PathHunter beta-arrestin, luminescence; AID 1508602, 2020; 650,000 tested, 1% active; PathHunter beta-arrestin GPR151 cells; G-protein coupled receptor 151 (Homo sapiens), Q8TDV0; activation, % at 11.2 µM; in the data active = activation above about 4.9%;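 note: 0% = median of compound wells and 100% = cells with positive control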
Target sequence (Q8TDV0 whole entry, looked up): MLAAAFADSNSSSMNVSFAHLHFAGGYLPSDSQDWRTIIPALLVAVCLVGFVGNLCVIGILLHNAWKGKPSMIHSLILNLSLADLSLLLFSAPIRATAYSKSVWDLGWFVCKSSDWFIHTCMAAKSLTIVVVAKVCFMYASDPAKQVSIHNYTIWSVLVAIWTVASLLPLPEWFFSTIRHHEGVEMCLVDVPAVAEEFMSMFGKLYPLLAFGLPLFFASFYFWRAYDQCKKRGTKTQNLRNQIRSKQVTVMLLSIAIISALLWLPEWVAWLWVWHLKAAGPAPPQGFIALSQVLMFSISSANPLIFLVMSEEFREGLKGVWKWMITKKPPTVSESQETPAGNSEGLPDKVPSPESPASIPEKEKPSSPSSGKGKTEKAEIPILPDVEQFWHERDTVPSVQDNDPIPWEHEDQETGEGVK
MITF primary: MITF inhibitors, primary screen, biochemical, AlphaScreen, human; Microphthalmia-associated transcription factor (Homo sapiens), O75030; inhibition, % at 2.6 µM; AlphaScreen MITF homodimerization, bead proximity signal; 650,000 tested, 0.91% active; in the data active = inhibition above about 50%;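 note: 0% = vehicle wells with protein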
Target sequence (O75030 whole entry, looked up): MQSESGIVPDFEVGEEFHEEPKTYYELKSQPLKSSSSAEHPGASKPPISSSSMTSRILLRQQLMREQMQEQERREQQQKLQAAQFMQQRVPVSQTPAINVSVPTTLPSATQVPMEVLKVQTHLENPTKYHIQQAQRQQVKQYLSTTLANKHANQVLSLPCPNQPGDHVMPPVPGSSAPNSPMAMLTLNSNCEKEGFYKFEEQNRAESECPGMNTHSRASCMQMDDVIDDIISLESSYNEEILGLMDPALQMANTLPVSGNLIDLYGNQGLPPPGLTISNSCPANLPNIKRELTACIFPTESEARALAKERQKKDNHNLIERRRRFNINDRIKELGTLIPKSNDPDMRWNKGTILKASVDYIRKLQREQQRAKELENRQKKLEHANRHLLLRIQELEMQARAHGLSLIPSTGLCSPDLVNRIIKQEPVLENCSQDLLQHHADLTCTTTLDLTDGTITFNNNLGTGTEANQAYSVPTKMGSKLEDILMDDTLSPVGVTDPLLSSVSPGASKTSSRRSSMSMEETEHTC
FBW7 activator: FBW7 E3 ligase activators, primary screen, biochemical, AlphaScreen, human | F-box/WD repeat-containing protein 7 (Homo sapiens), Q969H0 | AlphaScreen FBW7–phospho-cyclin E peptide binding, activator screen | normalized activity (activation), % at 26.1 µM | 650,000 tested, 0.13% active | AID 1259310, 2017; in the data active = normalized activity above about 1.9%;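 note: purified mutant Fbw7 with reduced substrate affinity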
TEAD-YAP block: TEAD-YAP interaction inhibition, primary screen, TEAD-YAP interaction inhibitor project, luminescence, HEK-TIYL cells | TEAD-Gal4/YAP UAS-luciferase luminescence | inhibition, % at 9.12 µM | 640,000 tested, 1.4% active | AID 1259422, 2018; in the data active = inhibition above about 32%;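 note: 0% = median of test compound wells and 100% = reference inhibitor wells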
The depositor's hits bear a star; . = no result given; & = joins results of further samples.

Each structure is followed by: GPR151 ag | MITF primary | FBW7 activator | TEAD-YAP block
- COc1cccc(-n2c(/C=C/c3ccccc3[N+](=O)[O-])nc3ccccc3c2=O)c1
 : 2.5 | -4 | -0.1 | -6
- O=C(CN1CCOCC1)NCC(=O)Nc1ccc(Br)cc1C(=O)c1ccccc1
 : 0.8 | 16 | 0.6 | 15
- Cc1ccc(Cn2nc(C(=O)O)c3ccccc32)cc1
 : 1.1 | -1 | 0.2 | -2
- COc1ccc(CNCCc2ccc3c(c2)OCO3)c(OC)c1OC
 : -2.1 | 24 | 0.1 | -2
- CC(C)N1CCN(Cc2ccccc2Cl)CC1
 : 1.3 | 73* | -0.1 | 5
- COC(=O)C1CCCCC1c1nc(OC)cc(OC)n1 (centres undefined)
 : -0.3 | -3 | -0.1 | 0
- O=C1CSC(c2ccc(Br)cc2)c2c(-c3ccccc3)nn(-c3ccccc3)c2N1 (centres undefined)
 : 0.6 | -13 | -0.2 | -6
- O=C(Nc1ccc(Cl)cc1C(=O)c1ccccc1Cl)c1ccc(S(=O)(=O)N2CCCC2)cc1
 : -1.4 | 17 | 0.1 | 7
- Cc1ccccc1OCC(=O)N1CCN(CCn2cccn2)CC1
 : -1.3 | 2 | -0.3 | -4
- Ic1ccccc1CNC1C2CCN(CC2)C1C(c1ccccc1)c1ccccc1 (centres undefined)
 : -0.1 | 11 | 0.0 | -4
- c1ccc2sc(N3CCNCC3)nc2c1
 : -2.0 | 7 | -0.1 | -14
- NCCc1ccccn1
 : -2.1 | 15 | 1.5 | 1
- N#Cc1ccc(NC(=O)CN2CCCC2)cc1Cl
 : 1.2 | -1 | 0.1 | -3
- O=C(O)C1c2cccn2-c2ccccc2CN1Cc1ccccc1 (centres undefined)
 : 1.5 | 6 | -0.1 | -3
- CC(=O)c1ccc(N2CCN(Cc3cccc(Cl)c3)CC2)cc1
 : 1.4 | 33 | -0.2 | -2
- CCC1(C)OC(c2ccccc2)=C/C(=C/C=C2C(=O)NC(=O)NC2=O)O1 (centres undefined)
 : -0.6 | 31 | -0.5 | 11
- CCC1CCCCN1C(=O)c1ccc(N2CC3CC(C2)c2cccc(=O)n2C3)c(N)c1 (centres undefined)
 : 0.8 | -9 | 0.0 | -7
- O=c1cccc2n1CC1CC2CN(Cc2ccccc2Br)C1 (centres undefined)
 : 2.3 | 4 | 0.2 | 7
- CN1CCN(Cc2ccc(F)cc2F)CC1
 : 1.8 | 41 | -0.2 | 2
- Nc1ncc(CN2CCCC(C(=O)c3cc(F)ccc3F)C2)cn1 (centres undefined)
 : 0.6 | 4 | 0.1 | 3
- O=S(=O)(c1ccc(Cl)cc1)N1CCCCC1c1cccnc1 (centres undefined)
 : -1.1 | 11 | 0.1 | -5
- COc1ccc(CCNCC2CC3C=CC2C3)cc1 (centres undefined)
 : 0.7 | 26 | -0.1 | 8
- CC(=O)NC(Cc1ccc(N(CCCl)CCCl)cc1)C(=O)NC(C(=O)O)C(C)C (centres undefined)
 : -0.9 | 13 | 0.4 | 17
- COc1ccc(N2CCN(Cc3ccccc3F)CC2)cc1
 : 0.7 | 41 | -0.2 | 1
- S=C(NC1CCCCC1)N1CCC(c2cnc[nH]2)CC1
 : 1.3&0.0&0.1 | -12&9&11 | -0.1&-0.1&-0.1 | 3
- O=C(O)C(Cc1cnc[nH]1)NS(=O)(=O)c1cccs1 (centres undefined)
 : -1.1 | -5 | 0.0 | 6
- Cc1cc2c(s1)N(CC(=O)N1CCCCC1)C(=O)CN=C2c1ccc(Cl)cc1
 : 0.5 | 8 | 0.0 | 7
- Cc1ccccc1CN1CCN(Cc2ccccc2Cl)CC1
 : 0.4 | 11 | 0.1 | 12
- COC(=O)c1cc([N+](=O)[O-])cc([N+](=O)[O-])c1N1CCNC(C)C1 (centres undefined)
 : 1.3 | -3 | 0.0 | -2
- N#CC1=C(N)Oc2n[nH]c(C(F)(F)F)c2C1c1ccc(F)cc1 (centres undefined)
 : 0.4 | 3 | -0.1 | -3
- COc1cc(CN2CCN(CC(C)C)C(CCO)C2)ccc1F (centres undefined)
 : 2.0 | -3 | 0.0 | 2
- Cc1cc(OCc2ccccc2)c2c3c(c(=O)oc2c1)CCCC3
 : -1.3 | 4 | 0.0 | 11
- CCOC(=O)c1c(C)c(P(=S)(N2CCOCC2)N2CCOCC2)n(C)c1C
 : 1.2 | 0 | 0.1 | -16
- OCCN1CCN(Cc2ccc(Cl)cc2)CC1
 : -0.1 | 67* | -0.1 | 4
- CCN1CCN(C(=O)Cc2coc3cc(C)cc(C)c23)CC1
 : 0.6 | 4 | 0.7 | -18
- CC1CN(c2ccc(Cl)cc2[N+](=O)[O-])CCN1 (centres undefined)
 : 0.0 | 13 | -0.2 | -4
- COc1ccc(CC(C)NCc2ccc3c(c2)OCO3)cc1 (centres undefined)
 : -0.3 | 10 | -0.2 | 5
- COc1ccc(-c2ccc(C=C3C(=O)NC(=S)NC3=O)o2)cc1Cl
 : 2.5 | 23 | 0.0 | -4
- Cc1nc2ccccc2c(=O)n1-c1cccc(Cl)c1
 : 1.1 | 22 | 0.6 | 4
- O=c1c2ccccc2nc(/C=C/c2ccc(Br)cc2)n1-c1ccccc1O
 : 0.1 | -12 | 0.1 | -5
- CCOc1ccc(C2SCC(=O)Nc3c2c(=O)[nH]n3C(CC)CC)cc1 (centres undefined)
 : 7.1* | 8 | 0.2 | 0
- COC(=O)c1cccc(OC(NC(=O)c2ccco2)C(Cl)(Cl)Cl)c1 (centres undefined)
 : 0.0 | 19 | 0.7 | -3
- CCn1c(C(=O)O)c(CC(=O)N2CCN(Cc3ccccc3)CC2)c2ccccc21
 : 0.3 | 4 | 0.2 | 0
- CCCCCCC(=O)OC1CC[C@@]2(C)C(=CCC3C2CC[C@]2(C)C(=O)CCC32)C1 (some centres undefined)
 : 0.5 | 11 | 0.1 | 6
- O=[N+]([O-])c1ccc(N2CCNCC2)c(C(F)(F)F)c1
 : 0.4 | -9 | -0.1 | -4
- COc1cccc(C2C([N+](=O)[O-])=C(N)Oc3c2c(=O)oc2ccccc32)c1 (centres undefined)
 : 0.2 | 12 | 0.4 | 10
- CCCCCCC(=O)O[C@H]1CC[C@H]2[C@@H]3C[C@H](O)C4=CC(=O)CC[C@]4(C)[C@H]3CC[C@]12C
 : -1.7 | 9 | . | .
- Cc1ccc(-n2c(/C=C/c3ccc(F)c(F)c3)nc3ccccc3c2=O)cc1C
 : 1.1 | -4 | -0.2 | 2
- CC(=O)OC1CCC23C(=O)OC45CCC(C6=CC(=O)OC6)C4(C)CCC2C5CCC3(O)C1 (centres undefined)
 : 2.2 | -6 | 0.0 | 102*
- CSc1ccc(CN2CCN(C(=O)COc3ccc(C)cc3)CC2)cc1
 : 3.3 | 45 | -0.1 | 12
- O=C1CC(=O)N(c2cccc(F)c2)C(=S)N1
 : -0.4 | 2 | -0.4 | 0
- CCCOc1ccccc1C1SCC(=O)Nc2c1c(=O)[nH]n2C(C)CC (centres undefined)
 : -0.3 | 10 | -0.1 | 1
- O=C(Nc1cccc(F)c1)N(Cc1cccnc1)C1CCN(Cc2ccncc2)CC1
 : 0.3 | 9 | -0.1 | -1
- Oc1c(Cl)c(Cl)c(O)c(Cl)c1Cl
 : 0.4 | 18 | -0.1 | 9
- O=[N+]([O-])c1ccc(O)cc1CN1CCN(c2ccccc2)CC1
 : -0.2 | 4 | 0.2 | 11
- CSc1ccc(CN2CCN(Cc3ccccc3Cl)CC2)cc1
 : -1.9 | 33 | -0.6 | -5
- Cc1ccc2c(c1)C1CN(C)CCC1N2C(=O)C1CC1 (centres undefined)
 : 0.9 | 9 | 0.0 | -3
- Cc1cc(Cl)ccc1OCC(=O)O
 : -0.6 | -21 | -0.1 | -1
- CCN(CC)P1(=S)OC(c2cccs2)=Nc2cc(N(C)C)ccc21 (centres undefined)
 : -1.0 | 3 | -0.2 | -10
- C=CCN1C(=O)C2(C(C#N)=C(N)OC(CC(=O)OC)=C2C(=O)OC)c2ccccc21 (centres undefined)
 : -0.3 | 4 | 0.1 | -6

Next part.
Each structure is followed by: GPR151 ag | MITF primary | FBW7 activator | TEAD-YAP block
- O=C(NCc1ccccc1)c1ccc(Br)c(S(=O)(=O)N2CCCCC2)c1
 : -0.7 | 2 | -0.1 | -4
- COc1ccc(C(=O)O)cc1OC
 : 5.7* | -17 | -0.1 | -8
- Cc1ccc(NC2=NC(C)(C)CS2)cc1Cl
 : -1.1 | 9 | 0.3 | -59
- CCn1ccnc1CN1CCCC(C(=O)c2ccc(OC)c(OC)c2)C1 (centres undefined)
 : -1.1 | 13 | -0.2 | 1
- Cc1ccc2c(c1)C1CN(C)CCC1N2C(=O)c1ccccc1Cl (centres undefined)
 : 0.2 | 2 | 0.0 | 2
- O=C(COc1ccccc1)N1CCN(Cc2cccnc2)CC1
 : -0.4 | 81* | 0.2 | 1
- CC(C)CN1CCN(Cc2ccc(F)cc2)C(CCO)C1 (centres undefined)
 : 2.0 | -4 | 0.7 | 2
- COC(C)(C)CCCC(C)C/C=C/C(C)=C/C(=O)OC(C)C (centres undefined)
 : -0.8 | 20 | 0.1 | 3
- CC1CCCC(C)N1C(=O)CN1C2CCC1CC(O)(c1ccccn1)C2 (centres undefined)
 : 1.5 | 55* | -0.2 | -2
- CC1=CC(=O)c2c(O)cccc2C1=O
 : 0.7&-2.6 | -6&16 | 0.1&0.0 | 0&1
- COc1cc(/C=C2/C(=O)NC(=O)N(c3ccc(C)cc3)C2=O)cc(OC)c1OC
 : -0.8 | -1 | -0.4 | -8
- CN1CCN(Cc2ccc(Cl)nc2)/C1=C(/C(Cl)=C(Cl)Cl)[N+](=O)[O-]
 : -0.8 | -6 | 0.0 | 5
- C[C@H](N)Cc1cnc[nH]1
 : -1.3 | 8 | -0.1 | .
- O=C1CN=C(c2ccc(Br)cc2)c2cc(Br)ccc2N1
 : 2.1 | -2 | 0.0 | 0
- Cc1ccc(NC(=O)CN2CC(c3ccccc3)CC2=O)cc1 (centres undefined)
 : 0.8 | 2 | 0.0 | -7
- N#CCCn1cc(C(=O)Nc2cccc([N+](=O)[O-])c2)c(-c2cccc(Cl)c2)n1
 : 0.6 | 2 | 0.1 | -16
- CCN1CCN(Cc2cccc(OC)c2)CC1
 : 0.3 | 7 | 0.1 | 4
- COc1ccc(CN2C(=O)NC(=O)/C(=C\c3sccc3C)C2=O)cc1
 : 0.1 | -5 | -0.3 | 1
- CCCN(CCC)C1Cc2cc(OC)c(OC)cc2C1
 : 1.3&-1.9 | 0&25 | 0.1&0.0 | 4
- CC(C)(C)c1cc2nccc(C3CCNCC3)n2n1
 : -0.8 | 3 | 0.0 | 8

Shown bar-delimited: entries from further up
SMILES | GPR151 ag | MITF primary | FBW7 activator | TEAD-YAP block
COC(=O)c1cc([N+](=O)[O-])cc([N+](=O)[O-])c1N1CCNC(C)C1 (centres undefined) | 1.3 | -3 | 0.0 | -2
CC(=O)c1ccc(N2CCN(Cc3cccc(Cl)c3)CC2)cc1 | 1.4 | 33 | -0.2 | -2
CCCN(CCC)C1Cc2cc(OC)c(OC)cc2C1 | 1.3&-1.9 | 0&25 | 0.1&0.0 | 4
CCn1ccnc1CN1CCCC(C(=O)c2ccc(OC)c(OC)c2)C1 (centres undefined) | -1.1 | 13 | -0.2 | 1
CSc1ccc(CN2CCN(Cc3ccccc3Cl)CC2)cc1 | -1.9 | 33 | -0.6 | -5
CC(C)CN1CCN(Cc2ccc(F)cc2)C(CCO)C1 (centres undefined) | 2.0 | -4 | 0.7 | 2

The main list resumes, repeating the two entries before the break.
Each structure is followed by: GPR151 ag | MITF primary | FBW7 activator | TEAD-YAP block
- CCCN(CCC)C1Cc2cc(OC)c(OC)cc2C1
 : 1.3&-1.9 | 0&25 | 0.1&0.0 | 4
- CC(C)(C)c1cc2nccc(C3CCNCC3)n2n1
 : -0.8 | 3 | 0.0 | 8
- CCC(=O)N1CC(=O)Nc2ccc(Br)cc2C1c1ccc(F)cc1 (centres undefined)
 : -0.4 | -13 | 0.0 | 1
- CCCCn1c(C(=O)c2ccccc2)c(C(=O)O)c2ccccc21
 : 0.0 | -6 | 0.0 | 4
- OCC(O)Cc1ccc2c(c1)OCO2 (centres undefined)
 : 0.5 | 15 | 0.2 | -15
- Cc1ccc(-c2nc3ccc(C)cn3c2CC(=O)N(C)C)cc1
 : -0.8&-0.6 | 32&16 | -0.2&0.0 | -34&-7
- CC1CCCN(C(=O)c2ccc(N3CC4CC(C3)c3cccc(=O)n3C4)c([N+](=O)[O-])c2)C1 (centres undefined)
 : 0.0 | 4 | 0.0 | 3
- CC(=O)N1C(C(=O)O)CSC12CCN(C)CC2 (centres undefined)
 : -1.0 | 13 | 0.4 | 1
- C[C@@H]1NCCc2cc(O)c(O)cc21
 : 0.9 | -13 | -0.2 | -3
- CCCCn1c(C)c(C(=O)OCC)c2cc(OC(=O)COc3ccccc3C)c3ccccc3c21
 : -0.1 | -5 | 0.1 | -3
- CCOC(=O)c1c(-n2c(C)cc(C=C3C(=O)NC(=O)NC3=O)c2C)sc2c1CCCC2
 : -1.2 | 0 | -0.5 | -10
- Nc1ccc(Cl)cc1C(=O)c1ccccc1Cl
 : 0.7 | 1 | -0.1 | -6
- COc1ccccc1CCNC1CCCC(C)C1 (centres undefined)
 : 0.6 | 15 | 0.0 | 5
- Cc1ccc(C2N(c3ccccn3)C(=O)C3CCCN32)o1 (centres undefined)
 : -0.4 | 2 | -0.1 | 6

Bioassay records (PubChem BioAssay)

The list is partial; rates above refer to the full screens.
